mIAP act = mouse IAP activation; muIAP, CDP-Star luminescence, 30 min; hits give high values; 1 = vehicle-only enzyme signal, 0 = enzyme-free wells; activation factor at 10 µM; 0.24% of 330,000 active; AID 2805;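 active = activation factor of at least 2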; note: the source names both 10 and 20 µM as test concentration; values of inactives mirror those of a sister screen read the other way
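Assay system: mouse IAP enzyme / Compound: DMSO-dissolved test compounds / Timing: 30 min, room temperature / Measured by: luminescence from enzymatic CDP-Star hydrolysis / Control set: DMSO-only wells, enzyme-free buffer wells as negative control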
ATG4B inh = blocks human ATG4B protease cleavage of LC3 substrate | Q9Y4P1 | ATG4B cleavage of LC3-PLA2, NBD-HPC fluorescence, 1 h | inhibition, % at 8.33 µM | 0.51% of 340,000 active | AID 504462; in the data active = inhibition above about 40%
PfGluPho inh = PfG6PD (Plasmodium falciparum) enzyme inhibition; AID 504690; PfGluPho enzyme, NADPH resazurin-diaphorase fluorescence; 0.78% of 350,000 active; inhibition, % at 20 µM;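 active = inhibition reaching at least a set limit at 20 µM in the primary screen, cut at about 59% in these data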;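 note: 0% = DMSO wells with substrate and 100% = DMSO wells lacking glucose-6-phosphate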
hIAP block = blocks human intestinal alkaline phosphatase; AID 2544; inhibition, % at 10 µM; purified IAP, CDP-Star luminescence, 30 min; 0.12% of 330,000 active; P09923;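 active = inhibition reaching a set limit with compound at 10 µM in the primary screen, cut at about 35% in these data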;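 note: plate controls were DMSO wells with enzyme for no effect and no-enzyme buffer wells for full effect; values of inactives mirror those of a sister screen read the other way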
Target sequence (P09923 whole entry, looked up): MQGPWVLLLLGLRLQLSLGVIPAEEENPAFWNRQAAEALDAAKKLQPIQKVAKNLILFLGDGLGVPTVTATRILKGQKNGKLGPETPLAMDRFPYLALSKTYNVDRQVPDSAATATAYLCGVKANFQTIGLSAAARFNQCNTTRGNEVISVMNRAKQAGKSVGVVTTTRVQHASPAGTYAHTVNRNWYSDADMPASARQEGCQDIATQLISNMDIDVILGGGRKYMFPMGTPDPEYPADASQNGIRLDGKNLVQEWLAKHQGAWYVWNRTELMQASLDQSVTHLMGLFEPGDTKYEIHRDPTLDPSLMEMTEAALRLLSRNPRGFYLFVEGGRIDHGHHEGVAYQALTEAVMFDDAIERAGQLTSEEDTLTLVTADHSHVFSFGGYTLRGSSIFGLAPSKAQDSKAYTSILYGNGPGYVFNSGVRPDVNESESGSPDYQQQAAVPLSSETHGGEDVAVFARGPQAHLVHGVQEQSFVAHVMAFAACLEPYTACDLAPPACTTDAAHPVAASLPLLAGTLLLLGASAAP
mIAP inh = blocks mouse intestinal alkaline phosphatase. purified mouse IAP, CDP-Star luminescence, 30 min. inhibition, % at 10 µM. 0.2% of 330,000 active. AID 2806;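 active = inhibition of at least 40% at 10 µM in the primary screen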;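 note: plate controls were DMSO with enzyme for no effect and no enzyme wells for full effect; values of inactives mirror those of a sister screen read the other way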
hIAP activ = human IAP activation | 0.16% of 330,000 active | activation factor at 10 µM | AID 2524 | purified human IAP, CDP-Star luminescence, 30 min; hits give high values; 1 = vehicle-only enzyme, 0 = enzyme-free background;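 active = activation factor of the enzyme at least 2-fold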; note: the source names both 10 and 20 µM as test concentration; values of inactives mirror those of a sister screen read the other way
HKDC1 inhibitor = blocks human hexokinase HKDC1 activity; recombinant HKDC1, G6PDH/diaphorase resazurin coupled fluorescence; inhibition, % at 20 µM; 0.16% of 340,000 active; AID 493160;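 active = inhibition above about 35% when tested at 20 µM, limit read from the data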;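 note: plate controls were DMSO wells with enzyme for no effect and DMSO wells lacking enzyme for full effect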
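Incubation: 90 min at room temperature in dark / Material: recombinant HKDC1 (HK5) hexokinase enzyme, produced in-house / Quantity: enzyme 5 µg/mL final / Compound: one dose of 20 µM, 1% DMSO / Reagent: glucose and ATP substrates / Buffer or medium: Tris pH 8.0 buffer with MgCl2, Tween-20, BSA, BME / Technique: resorufin fluorescence at 613 nm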
APOBEC3A inh = blocks human APOBEC3A ssDNA deamination; recombinant A3A, FAM/TAMRA ssDNA deamination fluorescence; inhibition, % at 20 µM; 0.41% of 330,000 active; P31941;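 active = at least 40% inhibition at 20 µM here, with at most 30% in a related deaminase screen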;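 note: plate controls were A3A with DMSO for no effect and wells lacking A3A enzyme for full effect; some results filed as inactive read as strong as hits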
Target sequence (P31941 whole entry, looked up): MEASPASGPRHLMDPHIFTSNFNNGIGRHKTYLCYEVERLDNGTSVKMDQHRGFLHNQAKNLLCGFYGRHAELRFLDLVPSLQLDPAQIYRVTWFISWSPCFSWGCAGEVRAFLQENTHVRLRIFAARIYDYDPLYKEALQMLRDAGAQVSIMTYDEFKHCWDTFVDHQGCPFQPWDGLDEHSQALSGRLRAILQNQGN
* = called active by the depositor; . = not tested or not shown.

SMILES	mIAP act	ATG4B inh	PfGluPho inh	hIAP block	mIAP inh	hIAP activ	HKDC1 inhibitor	APOBEC3A inh
CC(C)OC(=O)c1ccc(N2CCN(c3ccccc3F)CC2)nc1	0.981	11.3	4.0	-5.7	1.9	1.06	-1.0	-2.1
CO/N=C/c1cccn1-c1nccc(OC)c1C#N	0.957	9.7	0.1	-8.3	4.3	1.08	-8.4	-1.0
CCn1nnnc1SCC(=O)N1c2ccccc2NC(=O)CC1C (configuration not stated)	1.01	-4.5	0.0	5.0	-0.6	0.95	-1.9	-1.4
Cc1c(Cl)cccc1NC(=S)NCC1COc2ccccc2O1 (configuration not stated)	1.79	88.4*	11.2	2.1	-79.0	0.979	-0.2	-0.5
Cc1c(C#N)c(O)n(CCO)c(=O)c1N=Nc1ccccc1	0.818	1.3	-14.2	-37.3	18.2	1.37	-1.0	-4.8
Cc1cccnc1NC(=O)Nc1ccc(Cl)cc1	1.02	-1.8	-7.6	-17.9	-1.8	1.18	-3.6	-4.7
O=S(=O)(N/N=C\c1ccccc1O)c1ccc(Cl)cc1	1.03	-0.4	-5.9	18.8	-2.7	0.812	-1.8	-0.6
COC(=O)c1c(NC(=O)CN2CCN(C(=O)c3ccco3)CC2)c2cc(C)ccc2n1C	1.02	-13.3	0.6	-18.9	-1.9	1.19	-1.4	4.7
CC1CCCCN1Cc1c(O)ccc2c(=O)c(-c3nc4ccccc4s3)c(N)oc12 (configuration not stated)	1.09	-29.0	14.8	-19.4	-8.9	1.19	23.3	-2.8
CCC1C(=O)NCCN1C(=O)c1ccc2nc(Cc3ccc(OC)cc3)oc2c1 (configuration not stated)	0.97	1.4	-1.2	12.3	3.0	0.877	0.5	1.3
O=[N+]([O-])c1cc(C(F)(F)F)cc([N+](=O)[O-])c1Sc1n[nH]c(C(F)(F)F)n1	1.03	-6.6	6.8	10.1	-3.3	0.899	4.8	-5.6
COc1cc(CCc2ccc3c(c2)OCO3)oc(=O)c1	0.903	-6.3	3.2	-2.7	9.7	1.03	-0.8	-1.0
Cn1cccc1Cc1nnc(SCC(=O)NCc2ccco2)n1CCc1ccccc1	0.995	-1.9	-1.4	11.2	0.5	0.888	-9.8	1.0
Cc1ccc(OCCOCCNC(C)(C)C)c([N+](=O)[O-])c1	1.03	14.2	3.9	-20.0	-3.4	1.2	-5.8	-1.3
CCn1c(SCC(=O)c2ccc3ccccc3c2)nnc1-c1ccco1	1	2.1	6.2	3.6	-0.1	0.964	1.8	2.5

2 compounds picked at random from the list so far, as already listed:
SMILES	mIAP act	ATG4B inh	PfGluPho inh	hIAP block	mIAP inh	hIAP activ	HKDC1 inhibitor	APOBEC3A inh
CC(C)OC(=O)c1ccc(N2CCN(c3ccccc3F)CC2)nc1	0.981	11.3	4.0	-5.7	1.9	1.06	-1.0	-2.1
Cc1c(Cl)cccc1NC(=S)NCC1COc2ccccc2O1 (configuration not stated)	1.79	88.4*	11.2	2.1	-79.0	0.979	-0.2	-0.5

Other structures follow:
SMILES	mIAP act	ATG4B inh	PfGluPho inh	hIAP block	mIAP inh	hIAP activ	HKDC1 inhibitor	APOBEC3A inh
CC1CCCC(NC(=O)CC2Nc3ccccc3NC2=O)C1C (configuration not stated)	0.964	-1.7	-4.9	-3.9	3.6	1.04	-2.4	-2.5
CCOC(=O)Cn1c(CN(C)Cc2ccccc2)nc2c1c(=O)n(C)c(=O)n2C	1.07	-1.2	6.4	-4.9	-6.7	1.05	-2.1	-1.1
Cc1ccc(S(=O)(=O)N(NC2=NS(=O)(=O)c3ccccc32)C(=O)c2ccccc2)cc1	0.975	-6.0	-21.4	4.1	2.5	0.959	-9.7	1.8
CC(=O)NC1=NN(C(C)=O)C(c2ccc(C(C)C)cc2)S1 (configuration not stated)	0.98	4.2	19.2	4.7	2.0	0.953	-18.1	0.0
CC(C)NC(=O)Nc1ccc2c(c1)C(=O)N([C@H](C)CO)C[C@H](C)[C@@H](CN(C)C(=O)Nc1ccc(C(F)(F)F)cc1)O2	2.32*	-3.3	20.0	-9.8	-131.6	1.1	-4.8	-2.6
CC(=O)Nc1cc[n+](C(C)C(=O)c2ccc(Cl)cc2)cc1 (configuration not stated)	0.973	7.3	-14.6	-10.0	2.7	1.1	-5.0	-1.7
CCOC(=O)c1cc(C)nc(SC)c1C#N	1.18	-0.6	9.4	2.2	-18.3	0.978	3.4	-5.6
COCC(=O)N1CCN(c2nc3ccccc3o2)CC1	1.06	-25.2	-10.6	1.2	-6.5	0.988	1.0	-4.5
CCN(CCCNC(=O)C1CCN(C(=O)c2cc3sccc3n2C)CC1)Cc1ccccc1	1.03	1.5	-3.3	-22.6	-2.6	1.23	-6.6	-4.1
CO/N=C\CC(=O)Nc1ccc(Cl)c(Cl)c1	1.06	2.4	18.3	-1.4	-6.4	1.01	-9.4	5.2
C=CCNC(=O)CSc1nc2scc(-c3ccco3)c2c(=O)n1CC=C	0.912	-2.8	20.7	-11.9	8.8	1.12	3.6	14.6
CC(C)(C)OC(=O)n1cc(C(=O)c2ccccc2O)cn1	1.06	3.6	-23.2	-1.3	-6.4	1.01	4.8	1.8
Cc1ccc(S(=O)(=O)N2CCOCC2)cc1C(=O)OCC(=O)NC1CCS(=O)(=O)C1 (configuration not stated)	1	31.4	-5.6	10.2	-0.4	0.898	-10.1	2.6
C/C(=N\N1CCN(c2ccccc2)CC1)c1ccncc1	1.02	-6.1	-3.1	6.5	-1.9	0.935	-5.4	3.7
CC1CC(c2ccccc2)n2nc(N3C(=O)c4ccccc4C3=O)nc2N1 (configuration not stated)	0.946	4.5	-1.7	1.8	5.4	0.982	-2.7	0.7
Cc1cc(C(=O)CN(Cc2ccc(F)cc2)S(=O)(=O)c2ccc3c(c2)OCCO3)c(C)n1C	0.924	-7.0	3.8	5.2	7.6	0.948	2.3	-2.8
COc1ccccc1C1CC(=O)NC(C)=C1C(=O)OCC(C)C (configuration not stated)	1.02	4.6	-13.3	-6.1	-1.9	1.06	-0.2	-2.2
CCn1c(CCCNC(=O)c2ccco2)nc2ccccc21	1.05	4.7	-8.6	-2.5	-5.0	1.02	-5.0	0.3
COc1ccc(-c2nc3ccccc3c(=O)[nH]2)cc1	1.05	-3.9	5.2	-16.5	-5.4	1.17	1.1	0.3
CCOC(=O)c1c(NC(=O)C(=O)N/N=C/c2ccc(O)c(OC)c2)sc2c1CCCCC2	0.781	7.4	14.3	-5.5	21.9	1.05	-5.3	1.1
CCOC(=O)C1CCN(S(=O)(=O)c2ccc3c4c(cccc24)C(=O)N3CC)CC1	1.11	10.4	-3.9	-7.6	-10.6	1.08	6.2	-0.4
COc1cccc(NC(=O)C(=O)c2cn(CC(=O)N3CCOCC3)c3ccccc23)c1	0.928	-15.7	11.5	-25.6	7.2	1.26	5.9	-3.1
CCOc1ccccc1/C=N/OCC(=O)NCc1ccc(F)cc1	1.07	0.3	16.8	1.8	-7.2	0.982	16.2	-4.2
O=C(NC(=S)Nc1ccc2oc(=O)ccc2c1)c1ccc(-c2cccc(Cl)c2Cl)o1	0.901	.	.	-3.7	9.9	1.04	.	1.5
CCOc1c2ccc(C(=O)NCc3ccc4c(c3)OCO4)cc2nn1CCOC	0.782	-3.0	15.9	7.4	21.8	0.926	-2.3	-5.3
COc1cc(NC(=O)COC(=O)CCOc2ccc(C)cc2)cc(OC)c1	1.03	-3.0	16.2	8.1	-3.4	0.919	-3.1	4.7
COc1ccc(C(=O)NCCc2nnc3ccc(SCC(=O)NCc4ccc(F)cc4)nn23)cc1	0.955	0.0	-7.8	-5.0	4.5	1.05	-7.5	-2.4
COc1ccccc1N1CCN(/N=C/C(Cl)=C/c2ccccc2)CC1	0.876	8.8	11.0	10.4	12.4	0.896	2.7	-1.7
O=C(CCN1C(=O)c2ccccc2C1=O)NNC(=O)c1ccc(Cl)cc1Cl	1.07	-4.9	8.9	-15.2	-6.6	1.15	-2.4	-3.5
CCn1nc(C)cc1-c1nnc(SCC(=O)Nc2ccccc2)n1CCCOC	1.05	7.3	-15.2	-76.7	-5.4	1.77	-6.5	0.1
Cc1cc(C)nc(NS(=O)(=O)c2ccc(NC(=O)c3ccc(S(=O)(=O)N4CCOCC4)cc3)cc2)n1	0.947	-1.0	-2.9	-3.2	5.3	1.03	-1.9	-3.5
CCN(CC)S(=O)(=O)c1ccc(N2CCOCC2)c(NC(=O)c2sccc2C)c1	0.99	0.1	31.0	-2.0	1.0	1.02	-2.5	-1.9
O=C(CSCc1ccc(Cl)cc1)N/N=C/c1ccccc1	1.08	5.1	118.1*	-1.9	-8.0	1.02	3.9	2.1
CNCC(O)Cn1c(C(F)(F)F)nc2ccccc21 (configuration not stated)	0.905	-5.5	-17.5	13.1	9.5	0.868	-2.7	0.7
COc1cc(/C=N/Nc2ccccn2)ccc1O	1.01	30.7	14.2	-10.0	-1.5	1.1	-1.7	-1.4
CCOCc1nnc(NC(=O)c2cc(OC)cc(OC)c2)s1	1	-12.1	-4.6	1.4	-0.1	0.986	-6.1	0.3
Cc1sc(NC(=O)Cn2nc(C(F)(F)F)cc2C)c(C(=O)OC(C)C)c1C	0.989	-0.5	-5.7	-13.5	1.1	1.14	-3.2	0.5
CCCOc1ccc(CCN2CCC(=O)NC2=O)cc1C	0.993	-2.4	-17.0	-6.7	0.7	1.07	4.9	3.5
Nc1cccc2c1C(=O)N(CCOc1ccccc1F)C2=O	1.22	-0.5	6.7	-10.1	-22.2	1.1	-1.2	-0.8
COc1ccc(N(CC(=O)NC2CCCCC2)C(=O)CNC(=O)c2ccco2)cc1OC	0.952	-3.4	-9.6	-7.8	4.8	1.08	4.3	-1.7
CCn1c(SCC(=O)NC2=NCCS2)nnc1C(C)NC(=O)c1ccc(Cl)cc1 (configuration not stated)	0.993	-7.7	2.9	-0.1	0.7	1	-5.7	3.2
O=C(CCNC(=O)c1ccccc1)NCCCc1ccccc1	0.968	-2.5	7.2	-0.7	3.2	1.01	-1.1	-3.3
Cc1ccc(NC(=O)C2C(c3ccccc3)C=CC(c3ccccc3)C2C(=O)O)cc1 (configuration not stated)	0.96	-1.0	-15.7	-9.6	4.0	1.1	-3.7	4.7
c1ccc(-c2cn(-c3ccccc3)c3ncnc(N4CCCCC4)c23)cc1	0.997	-13.5	13.5	11.2	0.3	0.888	0.9	2.9
O=C(CSc1nnc(CNC(=O)c2c(F)cccc2Cl)o1)Nc1ccc2c(c1)OCCO2	0.884	-12.1	-4.1	-2.8	11.6	1.03	-6.6	0.8
O=C(COC(=O)CNC(=O)c1cccc([N+](=O)[O-])c1)Nc1cccc(S(=O)(=O)N2CCCCC2)c1	0.955	-17.3	-17.3	1.5	4.5	0.985	-7.5	-3.6

Single records, from the list above:
Record of Cc1ccc(NC(=O)C2C(c3ccccc3)C=CC(c3ccccc3)C2C(=O)O)cc1 (configuration not stated) = mIAP act = 0.96; ATG4B inh = -1.0; PfGluPho inh = -15.7; hIAP block = -9.6; mIAP inh = 4.0; hIAP activ = 1.1; HKDC1 inhibitor = -3.7; APOBEC3A inh = 4.7
Record of O=C(COC(=O)CNC(=O)c1cccc([N+](=O)[O-])c1)Nc1cccc(S(=O)(=O)N2CCCCC2)c1 = mIAP act = 0.955; ATG4B inh = -17.3; PfGluPho inh = -17.3; hIAP block = 1.5; mIAP inh = 4.5; hIAP activ = 0.985; HKDC1 inhibitor = -7.5; APOBEC3A inh = -3.6
Record of O=C(CSCc1ccc(Cl)cc1)N/N=C/c1ccccc1 = mIAP act = 1.08; ATG4B inh = 5.1; PfGluPho inh = 118.1*; hIAP block = -1.9; mIAP inh = -8.0; hIAP activ = 1.02; HKDC1 inhibitor = 3.9; APOBEC3A inh = 2.1

Screens deposited in PubChem by Sanford-Burnham Center for Chemical Genomics.
